# GSK3B inh: human GSK3beta kinase inhibition | P49841 | GST-GSK3beta kinase, ADP-Glo luminescence, 60 min; active compounds read low | activity score (negative = inhibition), % at 10 µM | hit rate 0.038% among 300,000 | AID 2097;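 active = more than half of replicate wells score below -50%, meaning over 50% inhibition versus plate controls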;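 note: 0% = median DMSO wells and -100% = median GW8510 positive control wells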
#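 Test system: GST-fused GSK3beta enzyme, cell-free | Quantity: 1.6 ng GST-GSK3beta enzyme per well | Reagent: 25 µM ATP with peptide substrate | Schedule: 60 min enzyme reaction, room temperature | Signal: Luminescent ADP-Glo measurement of ADP formed | Read-out basis: Score relative to plate controls | Control set: DMSO and 20 µM GW8510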
# KCNQ1 inh: inhibitors of human KCNQ1 potassium channel. hit rate 1.3% among 310,000. CHO-K1 KCNQ1, FluxOR thallium flux fluorescence; active compounds read high. AID 2642. B-score at 10 µM;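 active = compounds whose thallium flux B-score, printed positive for inhibition, exceeds three library SD while starting fluorescence stays within three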;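 note: channel opened by potassium depolarization with thallium stimulus after 20 min compound exposure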
# Target sequence (P51787 whole entry, looked up): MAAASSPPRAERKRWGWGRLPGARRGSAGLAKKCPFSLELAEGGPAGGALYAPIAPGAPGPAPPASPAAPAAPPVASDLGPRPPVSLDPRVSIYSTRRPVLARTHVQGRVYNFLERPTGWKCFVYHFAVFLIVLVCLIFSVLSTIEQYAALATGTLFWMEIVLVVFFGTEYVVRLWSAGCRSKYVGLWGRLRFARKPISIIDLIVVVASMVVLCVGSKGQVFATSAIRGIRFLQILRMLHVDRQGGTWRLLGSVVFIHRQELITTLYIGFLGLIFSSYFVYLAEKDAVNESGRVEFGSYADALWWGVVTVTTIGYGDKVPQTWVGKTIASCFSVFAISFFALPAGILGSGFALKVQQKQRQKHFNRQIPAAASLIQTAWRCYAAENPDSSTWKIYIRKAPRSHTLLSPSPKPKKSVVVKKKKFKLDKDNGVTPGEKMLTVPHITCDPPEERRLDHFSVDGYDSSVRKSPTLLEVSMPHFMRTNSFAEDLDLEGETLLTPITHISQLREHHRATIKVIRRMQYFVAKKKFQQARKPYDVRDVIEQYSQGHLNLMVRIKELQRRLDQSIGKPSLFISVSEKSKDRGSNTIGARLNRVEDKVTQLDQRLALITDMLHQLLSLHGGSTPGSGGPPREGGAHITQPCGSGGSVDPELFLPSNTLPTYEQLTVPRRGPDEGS
# RGS4 act: potentiators or activators of RGS4. HEK293 M3R/inducible RGS4, carbachol calcium flux Fluo4; active compounds read low. B-score at 10 µM. hit rate 0.92% among 310,000. AID 463111;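 active = B-score of the integrated calcium signal more than 4 SD below the library mean, with starting fluorescence not abnormally high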;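 note: negative B-score means reduced calcium response which marks RGS4 activation or potentiation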
#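 Material: Inducible-RGS4 HEK293 cells carrying M3 receptor; also added: carbachol at ECmax as muscarinic agonist stimulus; incubation: compound preincubation 20 min at room temperature before agonist; signal: Fluo4-AM (2 µM) calcium-flux fluorescence, kinetic read; measure: integrated calcium ratio converted to B score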
# GSK3 alpha inh: inhibitors of human GSK-3 alpha kinase; P49840; ADP-Glo luminescence, 60 min; inhibition, % at 10 µM; hit rate 0.1% among 320,000; AID 2650;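 in the data active = inhibition above about 50%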;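 note: GST-tagged GSK-3 alpha with peptide substrate and 25 µM ATP; 0% = DMSO neutral wells and 100% = GW8510 positive control wells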
# RGS4 block: human RGS4 inhibition; P49798; HEK293 M3R/RGS4 inducible, Fluo-4 calcium flux; active compounds read high; triggered by carbachol at its EC20; B-score at 10 µM; hit rate 0.45% among 310,000; AID 463165;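 active = B-score, a plate-corrected calcium signal, over three deviations above library mean, with baseline fluorescence within five deviations of library mean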;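 note: RGS4 expression induced by doxycycline in cells with stable M3 receptor; B-score is computed from the integrated fluorescence ratio over baseline after carbachol; higher B-score means a larger calcium signal and so more RGS4 inhibition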
# hERG protect: shields human hERG channel from block by proarrhythmic agents; AID 1511; hit rate 0.51% among 310,000; Q12809; activation (rescue from dofetilide block), less the hit threshold, % at 10 µM; CHO-hERG, FluxOR thallium flux, dofetilide IC70 present;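 active = activation above the mean of controls blocked by dofetilide plus 5 SD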;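 note: thallium influx through hERG after potassium depolarization seen as dye fluorescence rise; in these data hits start at about 4.7%; inactives centre near -7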
# KCNQ1 act: human KCNQ1 channel potentiation or activation | P51787 | CHO-K1 KCNQ1, thallium flux FluxOR fluorescence; active compounds read high | B-score at 10 µM | hit rate 0.35% among 310,000;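 active = fluorescence ratio B-score, a plate-corrected score, at least three library SD, with initial intensity B-score within 5 SD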
#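 Schedule – 37 °C overnight plating, 90-min dark dye load, 20-min compound pretreatment · System – stable KCNQ1 CHO-K1 line · Probe or stimulus – thallium- and potassium-containing depolarizing buffer · Measured by – kinetic FluxOR fluorescence, 10 s baseline plus 110 s post-stimulus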
# KCNK9 block: inhibitors of human KCNK9 two-pore domain potassium channel. B-score at 10 µM. HEK293 KCNK9, FluxOR thallium flux fluorescence; active compounds read low. hit rate 1.2% among 310,000. Q9NPC2;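 active = ratio B-score over 3 SD below the library mean, with starting fluorescence within 5 SD of its mean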;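 note: negative B-score means less thallium flux so channel inhibition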
# Target sequence (Q9NPC2 whole entry, looked up, the tested form may be a part): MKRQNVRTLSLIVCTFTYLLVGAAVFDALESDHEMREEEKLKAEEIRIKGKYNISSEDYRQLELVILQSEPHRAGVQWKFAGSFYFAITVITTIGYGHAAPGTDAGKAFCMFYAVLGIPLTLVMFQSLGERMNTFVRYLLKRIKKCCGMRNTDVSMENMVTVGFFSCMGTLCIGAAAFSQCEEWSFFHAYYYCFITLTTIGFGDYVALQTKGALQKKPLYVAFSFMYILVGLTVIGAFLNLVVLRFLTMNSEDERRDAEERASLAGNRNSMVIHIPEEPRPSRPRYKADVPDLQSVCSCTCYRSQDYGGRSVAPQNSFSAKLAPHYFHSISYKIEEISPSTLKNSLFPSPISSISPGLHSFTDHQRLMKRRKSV
# PolyA inh: yeast polyadenylation inhibition | hit rate 0.02% among 300,000 | calls only at 12 µM | S. cerevisiae SKY197-pL101 polyadenylation reporter, beta-gal luminescence; efflux-impaired pdr1/pdr3 knockout yeast; score 100 = 6 SD above DMSO;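 active = lowest replicate activity score at least 50, where 100 means six control SD above control mean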;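 note: yeast exposed to compound for 9 h at 30 °C; higher score means more reporter readthrough which indicates perturbed polyadenylation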
# Dyrk1A ADPGlo: blocks rat Dyrk1A kinase activity. hit rate 0.43% among 310,000. AID 504441. ADP-Glo luminescence, NFATc1 peptide. inhibition, % at 12.5 µM; in the data active = inhibition above about 50%;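 note: plate controls were vehicle with enzyme for no effect and no enzyme for full effect; many of its hits are not listed in these tables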
# KCNK3 block: human KCNK3 channel inhibition, primary screen; O14649; CHO-KCNK3 thallium flux, FluxOR fluorescence; active compounds read low; B-score at 10 µM; hit rate 0.84% among 340,000; AID 602410;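 active = B-score under library mean minus 4 SD, starting fluorescence ratio at most library mean plus 5 SD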;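 note: more negative B-score means stronger inhibition of thallium flux through KCNK3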
# * = called active by the depositor; i = inactive; / = not tested or not shown; & = joins results of further samples.
Molecule	GSK3B inh	KCNQ1 inh	RGS4 act	GSK3 alpha inh	RGS4 block	hERG protect	KCNQ1 act	KCNK9 block	PolyA inh	Dyrk1A ADPGlo	KCNK3 block
CCOC(=O)c1c(C)c(C(=O)N2CCCCCC2)c(C)n1CC	-3	i	i	0	i	-13	i	i	i	-14	i
COc1ccc(/C=N/NC(=O)c2cc(-c3ccc(C)cc3C)nc3ccccc23)cc1COC(C)=O	1	i	i	-1	i	-7	i	i	i	-7	-8.8*
CNc1ccn(C2CCCO2)c(=O)n1 (configuration not stated)	-4	i	i	-1	i	-5	i	i	i	5	i
Cc1cc(S(=O)(=O)N2CCCC(C)C2)ccc1-n1cnnn1 (configuration not stated)	-3	i	i	-1	i	-3	i	i	i	-1	i
CC(=O)NNc1cc(C)nc(N)n1	5	i	i	0	i	-2	i	i	i	/	i
CC(C)CCNC(=O)NC(=O)COC(=O)CCN=C1NS(=O)(=O)c2ccccc21	1	i	i	-1	i	-1	i	i	i	/	i
O=C(N/N=C\c1ccncc1)c1ccccc1O	-1	i	i	-1	i	-4	i	i	i	2	i
c1ccn2cc(-c3ccc4c(c3)OCO4)cc2c1	0	i	i	-9	i	-21	i	i	i	/	i
CCc1ccc(NC(=O)CSc2nc(O)cc(=O)n2C2CCCC2)cc1	4	i	i	1	i	-17	i	i	i	6	i
COc1cccc(OCC(=O)N2CCCc3ccccc32)c1	/	i	i	-3	i	-10	i	i	i	1	i
COc1ccc2c(c1)C=Cc1ccccc1O2	3	i	i	-2	i	1	i	i	i	/	/
COc1cccc(N(CC(=O)NCC2CCCO2)C(=O)CNS(=O)(=O)c2ccccc2)c1 (configuration not stated)	0	i	i	0	i	-8	i	i	i	-7	i
COc1cc2c(cc1OC)C(C)N(Cc1ccc3c(c1)OCO3)CC2 (configuration not stated)	0	i	i	2	i	-4	i	i	i	2	i
N#CCSc1ccsc1C(=O)Nc1ccc(F)cc1	-3	i	i	0	i	-8	i	i	i	12	i
CCN(CC(=O)Nc1c(F)cccc1F)C(=O)c1cccc(S(=O)(=O)N(C)c2ccccc2)c1	-2	i	i	-2	i	-6	i	i	i	-8	i
CC(C)C(C(=O)NCC1CCCO1)N(C(=O)CNS(=O)(=O)c1ccccc1)C1CCCCC1 (configuration not stated)	-1	i	i	-1	i	-7	i	i	i	-5	i
CC(C)n1c(=S)[nH]c2cc(Cl)ccc21	0	i	i	-2	i	-7	i	i	i	14	i
Cc1ccc(NC(=O)Cc2ccccc2)c(C)c1	1	i	i	-1	i	-5	i	i	i	/	/
Cn1nc(C(=O)NNc2c(F)c(F)cc(F)c2F)c2ccccc2c1=O	2	i	i	-2	i	-11	i	i	i	/	i
Cc1cc(C)c[n+](-c2nc3ccccc3nc2C(=C=[N-])C#N)c1	-1&-1	i	i	3&4	i	-6&-12	i	i	i	16&8	i
CCN(CC)CCC(O)(c1ccccc1)C1CCCCC1 (configuration not stated)	-1	i	-9.3*	-2	i	-3	i	i	i	-3	i
CCc1ccc(N(CC)C(=O)c2cn(C)c(=O)c3ccccc23)cc1	2	i	i	-1	i	-4	i	i	i	-2	i
Cc1cccc(NC(=O)c2oc3c(c2C)C(=O)CC(C)(C)C3)n1	3	i	i	-3	i	-12	i	i	i	1	i
COc1ccccc1NC(=O)CN(c1ccccc1C)S(C)(=O)=O	-1	i	i	-2	i	-4	i	i	i	12	i
O=C(CSc1nc2ccccc2c(=O)n1CCC(=O)N1CCN(c2ccccc2)CC1)NCC1CCCO1 (configuration not stated)	3	i	i	-2	i	1	i	i	i	1	i
COCCN=c1scc(-c2cc(OC)ccc2OC)n1/N=C/c1c[nH]c2ccccc12	-2	i	i	-2	i	-14	i	i	i	2	i
Cc1ccn2c(c1)nc(=O)c1cc(S(=O)(=O)N3CCC(C)CC3)ccc12	-1	i	i	-1	i	-10	i	i	i	-2	i
O=C1NC(=O)/C(=C/c2ccc(N3CCOCC3)o2)N1	-4	i	i	1	i	-6	i	i	i	6	i
Cc1ccc2c(c1)C(=O)c1c(C(=O)O)cccc1-2	1	i	i	0	i	-5	i	i	i	1	i
CCCCN(C(=O)c1ccccc1OCc1ccc(F)cc1)c1c(N)n(CC(C)C)c(=O)[nH]c1=O	1	i	i	-1	i	-16	i	i	i	3	i
COc1ccc(OCCOC(=O)Nc2ccccc2)cc1	3	i	i	2	i	-10	i	i	i	-3	i
Cn1c(=N)n(CC(=O)c2cccs2)c2ccccc21	0	i	i	0	i	-9	i	i	i	5	i
O=C(O)/C=C/C(=O)Nc1ccc(S(=O)(=O)Nc2nccs2)cc1	-3	i	i	-2	i	-6	i	i	i	-2	i
CCCN(CCC)CCCNC(=O)c1cc2c(=O)[nH]c3ccccc3c2s1	-2	i	i	4	i	-7	i	i	i	10	i
CNC(=S)N/N=C(\C)c1ccc(N2CCOCC2)cc1	-1	i	i	/	i	-12	i	i	i	2	i
COc1cc(NC(=O)NNC(=O)c2cc3occc3n2C)cc(OC)c1OC	-1	i	i	0	i	-7	i	i	i	4	i
CC1(C)C(c2ccco2)=[N+]([O-])C2(CCCCC2=O)N1O (configuration not stated)	-3	i	i	-3	i	-6	i	i	i	-3	i
O=C(c1ccc(Oc2ccccc2)cc1)C1CCCN(C(=O)c2cnccn2)C1 (configuration not stated)	3	i	i	3	i	-16	i	i	i	-4	i
CC(Sc1nc(C2CC2)n(-c2ccccc2)n1)C(=O)c1c(N)n(C)c(=O)n(C)c1=O (configuration not stated)	-4	i	i	-3	i	-10	i	i	i	-2	i
COc1ccc(NC2=NC3(CCCCC3)N=C(N)N2)cc1	1	i	i	1	i	-7	i	i	i	4	i
CCOC(=O)c1sc(C)c2c1NC(C)(c1cccc3ccccc13)NC2=O (configuration not stated)	-2	i	i	-2	i	-6	i	i	i	1	i
CCOc1ccc(Cl)cc1S(=O)(=O)NCc1cccnc1	3	i	i	1	i	-18	i	i	i	0	i
Fc1ccccc1CN1CCCN(C(=S)Nc2cccc(Cl)c2)C1	-2	7*	i	2	i	-8	i	i	i	-2	i
Cc1ccc(CCNC(=O)CC2Oc3ccc(C)cc3NC2=O)cc1 (configuration not stated)	-5	i	i	-2	i	-8	i	i	i	-13	i
COC(=O)C1(C(=O)OC)Sc2ccccc2C1=O	3	i	i	-1	i	2	i	i	i	-1	i
COc1ccc(-n2c(=S)[nH]c3cc(C(=O)NCCCN4CCCC4=O)ccc3c2=O)cc1	-3	i	i	-6	i	-3	i	i	i	23	i
COc1ccc(C(=O)N2CCN(c3ccc(C)cc3)CC2)cc1OC	0	i	i	2	i	-7	i	i	i	5	i
CSCCC(NC(=O)c1ccccc1Cl)C(=O)NNC(=O)c1ccncc1 (configuration not stated)	-1	i	i	-1	i	-2	i	i	i	/	i
COc1ccc(Br)cc1CN(C)CC(=O)Nc1c(Cl)ccc(C)c1Cl	3	i	i	-2	i	-12	i	i	i	0	i
O=C(NCc1ccccn1)c1cc(-c2ccccc2)nc2ccccc12	1	i	i	-1	i	-9	i	i	i	-4	i
O=C(Nc1ccc(-c2nc3ccccc3s2)cc1)c1cc(-n2cnnc2)ccc1Cl	-3	i	i	1	i	-1	i	i	i	-9	i
O=C(Cn1nc(C(F)(F)F)c2c1CCCC2)NCc1ccco1	-4	i	i	1	i	-18	i	i	i	0	i
Cc1nn(-c2ccccc2)c2c1/C(=N/O)CC(C)(C)C2	3	i	i	-1	i	-13	i	i	i	13	i
Cc1cccc(NC(=O)c2sc3nc(N)c(C#N)cc3c2N)c1	-1	i	i	-1	i	-7	i	i	i	4	i
Cc1ccc(-n2c(Cc3cccn3C)nnc2SCC(=O)NCc2ccco2)cc1	-2	i	i	-4	i	-9	i	i	i	8	i
Cc1ccc(-n2c(C)cn(C(=O)c3ccccc3)c2=S)cc1	2	i	i	0	i	-20	i	i	i	-4	i
Nc1ncnc2nc(SCc3ccc(Cl)cc3Cl)[nH]c12	1	i	i	25	i	-1	i	i	i	1	i
Cc1cc(NC(=O)c2ccc3c(c2)C(=O)N(CC(C)C)C3=O)no1	1	i	i	-2	i	-8	i	i	i	-4	i
COCCCn1c(C(=O)NCCN2CCOCC2)cc2c(=O)n3cccc(C)c3nc21	-3	i	i	-2	i	-3	i	i	i	2	i
CCOC(=O)c1ccc(N=CC2=C(O)CC(C)(C)CC2=O)cc1	1	i	i	0	i	-12	i	i	i	3	i

# Following part.
Molecule	GSK3B inh	KCNQ1 inh	RGS4 act	GSK3 alpha inh	RGS4 block	hERG protect	KCNQ1 act	KCNK9 block	PolyA inh	Dyrk1A ADPGlo	KCNK3 block
COc1ccc(C(=O)NC2(C(F)(F)F)C(=O)N(Cc3ccco3)C3=C2C(=O)CC(C)(C)C3)cc1OC (configuration not stated)	-1	i	i	-1	i	-18	i	i	i	-1	i
Cc1cc(C)n(CC(=O)N/N=C/c2ccc(C)o2)n1	-1	i	i	0	i	-15	i	i	i	-4	i
COc1ccc(C(=O)CCC(=O)NCCc2c[nH]c3ccccc23)cc1OC	-1	i	i	-1	i	-14	i	i	i	-1	i
N#C/C(=C\C=C\c1ccccc1)C(=O)N1CCCC1	0	i	i	-2	i	-7	i	i	i	-3	i
CN(Cc1cccc(Cl)c1)C(=O)C1CSC2(C)CCC(=O)N12 (configuration not stated)	-2	i	i	-1	i	-11	i	i	i	-2	i
CCOc1cc2[nH]c(=S)n(CCCN(CC)CC)c(=O)c2cc1OCC	-1	i	i	-3	i	-19	i	i	i	0	i
COc1cccc(-n2c(SCC(=O)N3CCOCC3)nc3c([nH]c4ccccc43)c2=O)c1	1	i	i	-1	i	-5	i	i	i	6	i
COC(=O)C(Cc1ccc(O)cc1)NC(=O)CCOc1ccc(OC)cc1 (configuration not stated)	0	i	i	-1	i	-2	i	i	i	-5	i

# Assay outcomes from PubChem.

# A portion of the library; the hit share may differ from the screen's.
